Source: PubChem BioAssay (several laboratories)
HTR2A ag – mouse HTR2A agonism via beta-arrestin recruitment | CHO-K1 mHTR2A beta-arrestin complementation, luminescence; percent of 30 µM serotonin response | activation, % at 7.6 µM | 360,000 tested, 0.66% active;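 active means activation above a run cutoff, the mean activation of all tested compounds plus 3 SD, cut at about 14% in these data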;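 further: 0% = plate median of compound wells and 100% = 30 µM serotonin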
Target sequence (P35363 whole entry, looked up): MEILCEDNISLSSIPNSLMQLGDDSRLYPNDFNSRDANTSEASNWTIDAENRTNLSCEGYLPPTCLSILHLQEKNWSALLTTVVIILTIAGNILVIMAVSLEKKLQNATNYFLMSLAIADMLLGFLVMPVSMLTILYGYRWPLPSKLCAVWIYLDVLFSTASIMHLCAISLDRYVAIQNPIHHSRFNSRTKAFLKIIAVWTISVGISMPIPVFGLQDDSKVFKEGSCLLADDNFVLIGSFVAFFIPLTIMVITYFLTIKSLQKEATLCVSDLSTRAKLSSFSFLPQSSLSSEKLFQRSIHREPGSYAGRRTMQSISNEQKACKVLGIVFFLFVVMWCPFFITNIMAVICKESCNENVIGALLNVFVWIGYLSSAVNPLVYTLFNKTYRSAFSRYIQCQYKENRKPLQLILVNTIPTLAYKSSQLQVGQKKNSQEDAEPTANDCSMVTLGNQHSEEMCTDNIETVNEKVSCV
MC4R antagonist – blocks human MC4R cAMP signaling. P32245. MC4R-expressing cells, MTII-stimulated cAMP, LANCE TR-FRET. inhibition, % at 6.5 µM. 360,000 tested, 0.48% active;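 active means inhibition above its plate's cutoff, the mean of tested wells on that plate plus 3 SD, cut at about 29% in these data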;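 further: 0% = Melanotan II alone and 100% = Melanotan II plus saturating MCL0020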
Target sequence (P32245 whole entry, looked up): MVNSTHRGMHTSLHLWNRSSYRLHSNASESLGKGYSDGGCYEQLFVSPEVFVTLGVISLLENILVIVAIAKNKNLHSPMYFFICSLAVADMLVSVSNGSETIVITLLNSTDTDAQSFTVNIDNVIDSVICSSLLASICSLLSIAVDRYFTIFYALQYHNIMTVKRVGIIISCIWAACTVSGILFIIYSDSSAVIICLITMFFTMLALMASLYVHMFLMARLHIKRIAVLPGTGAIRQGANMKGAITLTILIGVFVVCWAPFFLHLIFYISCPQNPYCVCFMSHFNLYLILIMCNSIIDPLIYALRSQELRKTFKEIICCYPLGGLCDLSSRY
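Material – human MC4R-expressing U2OS cells · Repeats – no replicates · Detection – TR-FRET with Eu-cAMP and labeled anti-cAMP, 671 nm · Times – compound 30 min, challenge 1 h, detection 1 h · Compound – single nominal compound dose of 6.5 µM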
ABCB6 inh MLPCN – human ABCB6 transporter inhibition; K562-ABCB6 porphyrin accumulation, flow cytometry, 1 h; stronger effect = lower value; fluorescence ratio to DMSO, % at 10 µM; 360,000 tested, 0.19% active;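 active means fluorescence ratio to DMSO below 75%, the collection mean minus 3 SD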;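 further: signal is porphyrin accumulated inside mitochondria; 100% equals median channel fluorescence of DMSO control wells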
ABHD5-PLIN5 inh – inhibitors of human ABHD5-perilipin-5 interaction | Q00G26+Q8WTS1 | AID 602281 | 360,000 tested, 0.78% active | Split G. princeps luciferase complementation, luminescence, 4 h | inhibition, % at 4 µM;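 active means inhibition above the mean inhibition across every tested compound plus 3 SD, cut at about 22% in these data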;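 further: 0% = DMSO only wells and the 100% control is not disclosed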
aDG glyco act – increases alpha dystroglycan glycosylation | Pro5-aDG cells, alpha-DG glycosylation AlphaScreen (IIH6); 0% Pro5, 100% B10-LARGE cell signal | activation, % at 10 µM | 360,000 tested, 0.22% active | AID 624168;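 active means activation of at least 8% versus controls, or a plate z-score of at least 8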;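 further: Pro5 are CHO cells carrying HIG-tagged alpha-DG that lacks glycosylation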
H9c2 protect – protects H9c2 cardiomyocytes from peroxide injury; H2O2 injury protection, ATPLite, 2 h; protection from H2O2 cell death, % at 20 µM; 360,000 tested, 0.63% active;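 active means compounds giving at least 50% protection of heart cells from peroxide-induced death in the single-dose screen, raw or plate-pattern-corrected value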;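 further: 0% = DMSO wells with peroxide and 100% = DMSO wells without peroxide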
hiPSC survival – increases survival of single human iPS cells; hiPSC single-cell survival, ATPlite luminescence; 100% = ROCK inhibitor wells, 0% = DMSO; survival enhancement, % at 20 µM; 360,000 tested, 0.044% active; in the data active means survival enhancement above about 18%;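 further: cells exposed to compounds for 16 hours before the ATP read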
Exocytosis inh – lytic granule exocytosis inhibition; 360,000 tested, 0.66% active; TALL-104 LAMP-1 surface exposure, flow cytometry; cells stimulated with thapsigargin and PMA; inhibition, % at 10 µM;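 active means inhibition above about 55%, limit read from the data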
N-glyco inh – blocks N-linked glycosylation in D54 reporter cells; D54 ERlucT glycosylation luciferase reporter, 24 h; percent of 100 nM tunicamycin response; reporter increase, % at 12.5 µM; 360,000 tested, 0.23% active; AID 588692;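 active means mean luciferase reporter signal, scaled so untreated is 0 and the glycosylation-blocking control 100, at or above a set limit in every replicate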;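 further: luciferase carries N-glycosylation sites so blocking glycosylation raises the light; 0% = median of neutral control wells and 100% = median of 100 nM tunicamycin wells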
MC4R ag barr – activates human MC4R beta-arrestin recruitment | P32245 | U2OS MC4R beta-arrestin complementation, luminescence; percent of melanotan II response, DMSO zero | activation, % at 8.9 µM | 360,000 tested, 0.98% active | AID 540308;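 active means activation above a per-plate cutoff, the mean activation of sample wells on that plate plus 3 SD, cut at about 8% in these data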
* hit, by the source's call; · = not tested or not shown; & = joins results of further samples.

SMILES | HTR2A ag | MC4R antagonist | ABCB6 inh MLPCN | ABHD5-PLIN5 inh | aDG glyco act | H9c2 protect | hiPSC survival | Exocytosis inh | N-glyco inh | MC4R ag barr
CCOC(=O)C(CC)n1cnc2c(oc3ccccc32)c1=O (stereo not drawn) | -1.5 | 1.3 | 93.0 | -2.6 | 0.0 | 9.2 | -0.2 | -1.5 | · | -1.9
N#Cc1cccc(NC(=O)COC(=O)c2ccc[n+]([O-])c2)c1 | 2.5 | -5.0 | 93.0 | -3.6 | -0.2 | 2.5 | 0.8 | 0.7 | -1.1 | -1.5
CC(=O)N(CN1C(=O)c2ccc([N+](=O)[O-])cc2C1=O)c1cccc(C(=O)O)c1 | -1.0 | -6.4 | 100.0 | 1.0 | -0.4 | 2.4 | -1.1 | -1.0 | 2.1 | -2.8
CCn1cc(S(=O)(=O)Nc2ncccn2)cn1 | 6.4 | -0.9 | 99.0 | 8.7 | -0.3 | 5.7 | -0.4 | -9.7 | 1.0 | 0.0
COc1ccc2c(c1)c(=O)oc1c(C)c(OC(C)C(=O)N[C@@H](Cc3c[nH]c4ccc(O)cc34)C(=O)O)ccc12 (stereo partly drawn) | -2.0 | 0.4 | 100.0 | 1.1 | 3.7 | -1.0 | -0.4 | 0.2 | 0.7 | 0.2
CCOC(=O)C1(CC2CC2)CCN(Cc2cn[nH]c2-c2cccc(F)c2)CC1 | -5.0 | 3.8 | 97.0 | 0.4 | 0.5 | -6.5 | -2.8 | 1.7 | -2.1 | -0.8
CCOc1ccc(N(CC(=O)NC2CCCC2)C(=O)CCC(=O)Nc2nc(C)cs2)cc1 | -2.9 | 3.8 | 97.0 | -9.8 | 0.0 | 2.9 | -0.2 | -4.9 | 0.5 | -3.0
C(=N\Nc1nc2ccccc2[nH]1)/c1ccccc1 | -5.8 | 1.7 | 94.0 | -3.7 | 0.9 | -5.8 | 0.0 | -3.7 | -3.0 | 1.2
C=CCn1c(=O)c2ccccc2n2c(SCC(=O)/C(C#N)=C(\C)N)nnc12 | -2.1&4.2 | -2.7&1.8 | 95.0&98.0 | 0.2&7.8 | -0.1&-0.1 | 6.4&14.4 | 1.3&0.4 | 0.8&0.8 | 19.9&0.8 | -1.8&-1.1
Cc1cccc(C(=O)N[C@H](C(=O)Nc2nnc(C3CC3)s2)C(C)C)c1 | -1.2 | 4.5 | 94.0 | 0.7 | 0.0 | -1.4 | -0.7 | -0.6 | 0.6 | 1.0
COc1ccc(Cc2noc(CN(C)Cc3ccc(-n4cccn4)cc3)n2)cc1OC | 4.9 | 1.2 | 98.0 | 2.1 | 0.4 | -10.5 | -0.7 | -1.8 | -0.2 | -0.5
Cc1ccc(NC(=O)N2CCC(C(=O)NCCC3=CCCCC3)CC2)cc1 | -2.7 | -2.1 | 94.0 | 0.9 | -0.2 | 0.6 | -0.8 | -3.5 | -1.3 | -0.4
CCOc1ccccc1NC(=O)c1cc(S(=O)(=O)N2CCN(CC)CC2)ccc1Cl | -5.9 | -2.2 | 96.0 | -6.4 | 0.0 | -2.0 | -0.3 | -14.5 | 0.4 | -1.9
CC(=O)c1cc(CN2C(=O)c3ccccc3C2=O)cs1 | -1.0 | -0.2 | 95.0 | 4.1 | -0.3 | 6.3 | 0.2 | -2.3 | 2.6 | -2.3
Cc1ccc(S(=O)(=O)N2C[C@H]3[C@H]4C(=O)N(c5ccccc5)C(=O)[C@H]4C[C@H](OC(=O)NC4CC4)[C@@]3(O)C2)cc1 | 1.6 | 8.3 | 104.0 | -8.7 | 0.2 | 24.2 | 3.1 | -0.4 | -0.4 | 2.3
Cn1c(NCC2CCCCC2)nc2cc(-c3ccsc3)sc2c1=O | -1.7 | 0.7 | 101.0 | -6.7 | -0.2 | 8.1 | -1.0 | 14.1 | 2.4 | 0.9
COc1cc(-c2c(C#N)c(N)nc(SCc3ccncc3)c2C#N)cc(OC)c1OC | 0.8 | 0.2 | 97.0 | 3.7 | -0.1 | -7.6 | -1.6 | 0.6 | -0.1 | -3.5
Nc1c(Cl)ncnc1NCc1ccccc1 | 4.5 | -1.5 | 95.0 | 3.6 | 0.2 | -5.4 | -0.5 | -1.5 | -1.4 | -1.8
Cc1nnc(SCc2cc(=O)[nH]c(N3CCCCC3)n2)s1 | 1.9 | -4.8 | 103.0 | -7.2 | -0.4 | 3.8 | 0.7 | -1.6 | 2.7 | 2.7
Cc1ccc(S(=O)(=O)N2CCN(C(=O)c3ccc4nc[nH]c4c3)CC2)cc1 | -0.5 | 10.1 | 100.0 | 3.5 | -0.2 | -1.1 | -0.3 | -2.3 | -1.7 | -1.3
CC(=O)c1ccc(N2CCN(C(=O)c3cc(-c4ccncc4)nc4ccc(Br)cc34)CC2)cc1 | 0.0 | 8.5 | 98.0 | 3.3 | -0.6 | 40.7 | -0.6 | -0.4 | 2.5 | -1.6
CSCCC(NC(=O)C1CCC(C)CC1)C(=O)NCCN1CCOCC1 (stereo not drawn) | -1.6 | 14.0 | 101.0 | 3.7 | 0.2 | 2.2 | -2.8 | -0.6 | 4.4 | 0.7
CCN1C[C@@H]2[C@@H]3C(=O)N(Cc4ccccc4)C(=O)[C@@H]3[C@](CC)(C(=O)OC)N2C1=NC1CCCCC1 | 1.9 | -7.1 | 99.0 | 8.4 | 0.0 | 0.6 | -1.2 | 0.0 | -1.8 | -0.3
O=C(O)c1cc2ccccc2c(=O)s1 | 4.2 | 1.0 | 97.0 | 10.5 | 0.0 | 8.7 | -2.0 | -3.0 | 3.8 | -0.3
COc1ccc(C(=O)NC(=S)Nc2cccc3nc(C)ccc23)cc1OC | 0.0 | 7.7 | 98.0 | 0.0 | 0.1 | -3.2 | -0.1 | 3.3 | -2.9 | 4.2
NCCCn1c(C(=O)c2cc(Cl)c(N)c(Cl)c2)c2ccc(C(F)(F)F)cc2[n+]1[O-] | -1.3 | -6.6 | 98.0 | 11.1 | 0.7 | 0.3 | -2.0 | -5.4 | -8.1 | -1.2
O=[N+]([O-])c1ccc(-n2cnc3ccccc32)c([N+](=O)[O-])c1 | 1.5 | -0.2 | 106.0 | -2.5 | 1.8 | -3.9 | 1.0 | -4.0 | 4.1 | -2.1
CCOC(=O)c1ccc(NC(=O)CSC(=S)N2CCOCC2)cc1 | 3.4 | -2.5 | 103.0 | -4.3 | -0.1 | -4.5 | -0.8 | 0.7 | 1.3 | -2.8
CC(=O)NC(Cc1ccc(F)cc1)C(=O)NC1CCN(S(=O)(=O)c2ccccc2)CC1 (stereo not drawn) | -1.6 | -3.1 | 96.0 | -0.3 | -0.1 | 5.2 | -0.6 | 30.0 | -0.1 | -2.2
CCn1cc(CCC(=O)NCc2ccc(F)cc2)c2ccccc21 | -3.1 | -5.0 | 95.0 | 1.5 | 0.0 | 4.5 | -0.5 | -6.2 | -2.0 | 0.0
Cc1cccc(N2CCN(C(=O)C3CC(=O)N(c4ccc5c(c4)OCCO5)C3)CC2C)c1 (stereo not drawn) | 2.1 | 7.9 | 94.0 | -4.4 | -0.5 | 6.9 | 0.8 | 3.1 | 4.8 | 0.0
CCCCn1c(N)c(N(CCOC)C(=O)COC(=O)COc2c(C)cccc2C)c(=O)[nH]c1=O | 1.8 | -3.2 | 99.0 | 2.6 | 0.2 | 0.1 | -0.4 | 6.0 | -0.4 | -1.0
Cc1cccc(N2CCN(C(=O)c3ccc4nc(N5CCCCC5)sc4c3)CC2)c1C | -4.2 | 1.8 | 93.0 | -7.7 | 0.0 | -6.5 | -0.2 | 12.2 | -4.4 | -1.9
CCC(C)N(C(=O)COC(=O)c1cc([N+](=O)[O-])ccc1N)C1CCS(=O)(=O)C1 (stereo not drawn) | 8.1 | 1.3 | 99.0 | -4.3 | -0.3 | 7.3 | -0.1 | -2.6 | 2.2 | -1.2
Cc1ccc(S(=O)(=O)N2CCOCC2)cc1-c1n[nH]c(=S)n1-c1ccccc1 | 0.6 | 3.5 | 94.0 | -2.1 | 0.1 | 3.0 | 0.0 | -13.7 | 0.7 | -1.9
C/C(Nc1ccc(Cl)cc1)=C(/C#N)C(N)=O | 1.0 | -2.2 | 97.0 | -0.7 | -0.2 | 0.5 | 5.0 | -0.1 | 2.7 | -1.5
O=C(NCc1n[nH]c(=S)n1-c1cccc(Cl)c1)c1ccc(S(=O)(=O)N2CCCCC2)cc1 | 8.2 | -1.4 | 100.0 | -11.4 | -0.2 | -9.8 | 0.1 | 13.2 | 0.8 | 0.3
CON1C(=O)C(=O)N(OC)C2CCCCC21 (stereo not drawn) | 7.4 | 7.3 | 99.0 | 5.3 | -0.2 | 0.8 | -1.9 | 0.8 | 2.3 | -2.1
Cc1cccc(CN2CCC(n3nccc3NC(=O)c3ccccc3C)CC2)n1 | 3.5 | 5.3 | 86.0 | 2.4 | -0.4 | 2.5 | -0.5 | -6.8 | -0.3 | -2.1
COc1cccc(NC(=O)c2cccc(C(=O)Nc3cccc(OC)c3)n2)c1 | 4.8 | 0.0 | 101.0 | -5.9 | 0.2 | 8.6 | 0.2 | 36.3 | -2.2 | -1.6

Looked up one by one from the list above, two records:
SMILES | HTR2A ag | MC4R antagonist | ABCB6 inh MLPCN | ABHD5-PLIN5 inh | aDG glyco act | H9c2 protect | hiPSC survival | Exocytosis inh | N-glyco inh | MC4R ag barr
COc1cccc(NC(=O)c2cccc(C(=O)Nc3cccc(OC)c3)n2)c1 | 4.8 | 0.0 | 101.0 | -5.9 | 0.2 | 8.6 | 0.2 | 36.3 | -2.2 | -1.6
NCCCn1c(C(=O)c2cc(Cl)c(N)c(Cl)c2)c2ccc(C(F)(F)F)cc2[n+]1[O-] | -1.3 | -6.6 | 98.0 | 11.1 | 0.7 | 0.3 | -2.0 | -5.4 | -8.1 | -1.2

(continued)
SMILES | HTR2A ag | MC4R antagonist | ABCB6 inh MLPCN | ABHD5-PLIN5 inh | aDG glyco act | H9c2 protect | hiPSC survival | Exocytosis inh | N-glyco inh | MC4R ag barr
c1ccc(CNn2c(N3CCOCC3)nc3ccccc32)cc1 | -5.8 | 4.0 | 100.0 | 0.4 | 0.0 | 15.4 | -1.4 | 1.6 | 1.5 | -1.7
CCN(CC)S(=O)(=O)N1CCC(C(=O)NC2CCCc3ccccc32)CC1 (stereo not drawn) | 2.6 | 2.5 | 98.0 | -6.4 | 0.2 | 0.8 | 0.4 | -0.6 | -3.1 | 0.5
COc1cc(N)c(Cl)cc1C(=O)OCC(=O)c1cccs1 | -8.1 | -10.6 | 97.0 | 10.8 | 0.0 | 7.3 | 0.3 | 1.9 | -1.6 | -1.5
NC(=O)c1cccc2ccccc12 | 3.4 | 31.8* | 94.0 | -0.1 | -0.1 | 5.8 | -0.2 | 2.1 | -0.7 | -1.4
COc1ccc(CCn2ccc(O)c(Cc3ccc(Cl)cc3Cl)c2=O)cc1OC | 2.2 | 1.0 | 99.0 | 0.8 | 0.2 | -6.2 | -1.7 | -7.5 | -0.5 | -0.7
COc1ccc(/C=N\NC(=O)c2ccccc2F)cc1COc1ccc(F)cc1F | -1.6 | -16.0 | 107.0 | 1.6 | 0.1 | 1.1 | -0.5 | 7.2 | 20.0 | -2.6
Cc1ccc(CNC(=O)C2CCC(=O)N(CCc3ccccn3)C2)s1 (stereo not drawn) | 0.5 | 3.9 | 98.0 | -3.9 | 0.0 | 4.1 | -0.4 | -4.2 | -1.3 | -2.2
COc1ccccc1-c1noc(-c2cccs2)n1 | -1.5 | 11.1 | 96.0 | 3.0 | -0.1 | -4.9 | -1.7 | 0.9 | 0.6 | 1.3
